# APOBEC3A inh = human APOBEC3A DNA deaminase inhibition. P31941. recombinant A3A, FAM/TAMRA ssDNA deamination fluorescence. inhibition, % at 20 µM. 330,000 tested, 0.41% active. AID 493011;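 active means at least 40% inhibition at 20 µM here, with at most 30% in a related deaminase screen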;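 further: plate controls were A3A with DMSO for no effect and wells lacking A3A enzyme for full effect; some results filed as inactive read as strong as hits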
# hIAP inh = human IAP inhibition. purified IAP, CDP-Star luminescence, 30 min. inhibition, % at 10 µM. P09923. 330,000 tested, 0.12% active. AID 2544;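 active means inhibition reaching a set limit with compound at 10 µM in the primary screen, cut at about 35% in these data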;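 further: plate controls were DMSO wells with enzyme for no effect and no-enzyme buffer wells for full effect; values of inactives mirror those of a sister screen read the other way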
# Target sequence (P09923 whole entry, looked up): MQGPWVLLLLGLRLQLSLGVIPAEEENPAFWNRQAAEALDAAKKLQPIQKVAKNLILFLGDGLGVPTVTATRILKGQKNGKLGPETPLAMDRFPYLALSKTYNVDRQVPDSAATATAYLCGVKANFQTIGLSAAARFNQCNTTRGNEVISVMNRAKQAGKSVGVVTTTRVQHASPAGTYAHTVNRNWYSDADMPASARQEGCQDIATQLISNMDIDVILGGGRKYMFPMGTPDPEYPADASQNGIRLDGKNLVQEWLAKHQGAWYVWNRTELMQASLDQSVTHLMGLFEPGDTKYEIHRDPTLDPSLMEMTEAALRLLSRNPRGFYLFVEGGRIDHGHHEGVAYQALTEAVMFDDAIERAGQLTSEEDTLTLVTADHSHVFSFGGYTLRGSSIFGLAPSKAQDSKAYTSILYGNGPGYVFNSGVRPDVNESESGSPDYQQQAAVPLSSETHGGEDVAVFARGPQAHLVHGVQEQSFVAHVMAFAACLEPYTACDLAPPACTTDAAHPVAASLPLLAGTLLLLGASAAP
# HKDC1 inhibitor = blocks human hexokinase HKDC1 activity. Q2TB90. recombinant HKDC1, G6PDH/diaphorase resazurin coupled fluorescence. inhibition, % at 20 µM. 340,000 tested, 0.16% active;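 active means inhibition above about 35% when tested at 20 µM, limit read from the data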;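 further: plate controls were DMSO wells with enzyme for no effect and DMSO wells lacking enzyme for full effect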
#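 Test system: HK5 enzyme. Quantity: 5 µg/mL HK5 final. Reagent: glucose and ATP substrates. Schedule: 90 min reaction incubation at room temperature, dark. Technique: resazurin-to-resorufin fluorescence via G6PDH and diaphorase coupling, 525/613 nm. Control set: DMSO wells with and without enzyme mix.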
# mIAP act = mouse IAP activation; muIAP, CDP-Star luminescence, 30 min; active compounds read high; 1 = vehicle-only enzyme signal, 0 = enzyme-free wells; activation factor at 10 µM; 330,000 tested, 0.24% active; AID 2805;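 active means activation factor of at least 2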; further: the source names both 10 and 20 µM as test concentration; values of inactives mirror those of a sister screen read the other way
#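 Assay system: mouse IAP enzyme / Compound: DMSO-dissolved test compounds / Timing: 30 min, room temperature / Measured by: luminescence from enzymatic CDP-Star hydrolysis / Control set: DMSO-only wells, enzyme-free buffer wells as negative control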
# PfG6PD inh = PfG6PD (Plasmodium falciparum) enzyme inhibition. inhibition, % at 20 µM. 350,000 tested, 0.78% active. PfGluPho enzyme, NADPH resazurin-diaphorase fluorescence. AID 504690;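 active means inhibition reaching at least a set limit at 20 µM in the primary screen, cut at about 59% in these data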;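 further: 0% = DMSO wells with substrate and 100% = DMSO wells lacking glucose-6-phosphate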
# hIAP act = human IAP activation. P09923. purified human IAP, CDP-Star luminescence, 30 min; active compounds read high; 1 = vehicle-only enzyme, 0 = enzyme-free background. activation factor at 10 µM. 330,000 tested, 0.16% active;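 active means activation factor of the enzyme at least 2-fold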; further: the source names both 10 and 20 µM as test concentration; values of inactives mirror those of a sister screen read the other way
# mIAP block = blocks mouse intestinal alkaline phosphatase. purified mouse IAP, CDP-Star luminescence, 30 min. inhibition, % at 10 µM. 330,000 tested, 0.2% active. AID 2806;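 active means inhibition of at least 40% at 10 µM in the primary screen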;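 further: plate controls were DMSO with enzyme for no effect and no enzyme wells for full effect; values of inactives mirror those of a sister screen read the other way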
# ATG4B inh = ATG4B (human) cysteine protease inhibition | Q9Y4P1 | 340,000 tested, 0.51% active | inhibition, % at 8.33 µM | AID 504462 | ATG4B cleavage of LC3-PLA2, NBD-HPC fluorescence, 1 h; in the data active means inhibition above about 40%
# Target sequence (Q9Y4P1 whole entry, looked up): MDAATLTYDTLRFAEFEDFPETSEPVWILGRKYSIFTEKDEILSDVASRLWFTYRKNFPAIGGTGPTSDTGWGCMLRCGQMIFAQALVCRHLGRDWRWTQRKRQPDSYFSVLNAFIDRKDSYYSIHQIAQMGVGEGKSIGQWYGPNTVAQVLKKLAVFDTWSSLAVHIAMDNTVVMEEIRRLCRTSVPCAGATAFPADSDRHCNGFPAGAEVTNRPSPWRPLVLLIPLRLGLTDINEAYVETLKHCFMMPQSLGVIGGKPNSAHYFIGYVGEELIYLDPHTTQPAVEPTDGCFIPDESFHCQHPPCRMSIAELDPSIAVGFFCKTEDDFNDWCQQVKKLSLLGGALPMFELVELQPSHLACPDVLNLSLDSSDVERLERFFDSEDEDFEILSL
# Numbers without * were called inactive; . = not tested or not shown.
SMILES,APOBEC3A inh,hIAP inh,HKDC1 inhibitor,mIAP act,PfG6PD inh,hIAP act,mIAP block,ATG4B inh
O=C(NCc1ccco1)C(=O)NCC1OCCCN1S(=O)(=O)c1ccccc1 (configuration not stated),0.2,1.5,-11.7,0.913,-2.8,0.985,8.7,-6.9
COc1ccccc1CN=C1NC(=O)C(CC(=O)Nc2ccc(C(C)=O)cc2)S1 (configuration not stated),-0.5,-3.4,-0.5,1.02,-11.2,1.03,-2.4,-7.0
CN(Cc1ccc(OC(F)F)cc1)C(=O)/C=C/c1ccc(S(=O)(=O)N2CCOCC2)cc1,11.2,0.0,-4.4,0.879,-5.5,1,12.1,-6.3
O=C(O)C1C2C=CC(C2)C1C(=O)NCc1ccccn1 (configuration not stated),1.4,-8.8,.,0.939,.,1.09,6.1,.
COc1ccc(-c2oc3ccccc3c2C(=O)OCc2ccccc2OC)cc1,2.4,-8.8,4.0,0.978,7.8,1.09,2.2,6.8
COc1cc(C(=O)NNC(=O)c2cccn2C)cc(OC)c1OC,-0.9,-18.8,-2.1,0.876,-5.3,1.19,12.4,0.6
CCOC(Cn1ccc(=O)[nH]c1=O)OCC,-1.1,6.7,-7.0,0.964,-1.3,0.933,3.6,4.1
O=C(c1ccc(CNc2c(N3CCCC3)c(=O)c2=O)cc1)N1CCc2ccccc2C1,-0.2,13.8,1.2,1.02,3.8,0.862,-2.4,-10.2
COc1ccc(C(=O)NCc2ccc(C(=O)NCC(OC)OC)cc2)cc1OC,-7.2,-2.1,-0.5,1.06,-6.5,1.02,-5.8,8.5
Cc1ccc(C(=O)COC(=O)C2CC(=O)N(c3nc(-c4ccccc4)cs3)C2)cc1C (configuration not stated),-2.6,10.5,-3.6,0.982,-2.7,0.895,1.8,1.6
COc1ccccc1CNC(=O)C1CCCN1S(=O)(=O)c1cccc2cccnc12 (configuration not stated),-1.4,3.9,-3.3,1.05,7.4,0.961,-5.2,-8.1
N=c1ccn2c(n1)OC1C(O)C(CO)OC12 (configuration not stated),-3.6,-4.5,0.3,1.02,-12.6,1.04,-2.0,7.1
CCOC(=O)Nc1ccc(S(=O)(=O)NC2CCCCC2)cc1,0.9,-3.5,-6.0,1.01,2.4,1.03,-1.2,-2.9
O=[N+]([O-])c1ccccc1-c1ccc(C(=S)N2CCCC2)o1,-7.5,27.5,3.7,0.765,57.0,0.725,23.5,1.2
CCNC(=O)CSC1=N/C(=C\c2ccc(O)c(OCC)c2)C(=O)N1c1ccc(OC(F)F)cc1,-34.4,28.7,-27.8,0.798,8.4,0.713,20.2,-11.0
COc1ccc(/C=N/NC(=O)c2nnn(-c3nonc3N)c2-c2cccc(OC)c2)cc1,-7.0,8.2,-0.3,0.882,12.9,0.918,11.8,-20.2
O=C(Cn1nnc2ccccc21)N/N=C\c1cccs1,-2.9,12.5,-7.9,1.06,-0.5,0.875,-6.0,-11.6
COc1cc(OC)c(NC(=O)C2CCN(S(=O)(=O)c3ccc4c(c3)CC(C)N4C(C)=O)CC2)cc1Cl (configuration not stated),-6.1,-22.5,1.5,0.961,-16.8,1.23,3.9,-27.2
CCOc1ccc(C(=O)NC(C(=O)NCC2CCCO2)C(C)C)cc1 (configuration not stated),3.5,-3.0,-4.7,1.1,-3.1,1.03,-9.6,1.8
Cc1nn(S(=O)(=O)c2ccc(Cl)cc2)c(C)c1S(=O)(=O)N1CCOCC1,-0.8,-12.3,-8.2,1.06,-3.6,1.12,-6.0,0.8
COc1ccc(C(=O)CN2C(=O)C(C)(C)Oc3ccc(C(=O)N4CCCCCC4)cc32)cc1,2.1,2.5,5.2,0.943,-9.8,0.975,5.7,-12.9
COc1ccc(N(C(=O)c2csnn2)C(C(=O)NC2CCCC2)c2ccccc2)cc1 (configuration not stated),2.6,-0.4,5.2,1.04,-1.3,1,-4.1,4.4
O=C(NCc1ccccn1)NC12CC3CC(CC(C3)C1)C2,-0.1,-13.0,0.8,1.1,9.8,1.13,-9.7,-10.6
CCOCCCNS(=O)(=O)c1ccc(NC(=O)N2c3ccccc3Sc3ccccc32)cc1,-0.4,-20.7,2.1,1.2,26.1,1.21,-20.1,-11.8
CC1CCN(S(=O)(=O)CCNC(=O)c2ccccc2)CC1,-3.7,10.2,-6.1,0.969,-4.6,0.898,3.1,-0.6
COc1ccc(/C=N/NS(C)(=O)=O)c(OC)c1,-2.6,1.9,-0.7,0.981,-22.8,0.981,1.9,1.7
C=CC[n+]1ccc2ccccc2c1C,2.8,7.2,-1.1,1.08,-3.8,0.928,-7.9,7.2
O=C(NCc1ccc2c(c1)OCO2)c1cccc(C(=O)NCc2ccc3c(c2)OCO3)c1,-17.1,-20.2,-7.5,1.08,3.7,1.2,-7.7,-18.4
Cc1cc(C)c2c(n1)SCC(=O)N2CC(=O)Nc1ccc(Br)c(C)c1,3.3,-21.4,-1.9,1.17,12.9,1.21,-16.6,3.0
COc1ccc(S(=O)(=O)Nc2ccc3c(c2)OCO3)cc1OC,-1.4,-3.9,3.7,0.977,7.5,1.04,2.3,-6.5
CCCCN1C=CC(=C2C(=O)c3ccccc3C2=O)C=C1,1.1,7.0,8.9,0.931,23.6,0.93,6.9,-0.9
O=C(C1=C(O)C(=O)N(Cc2ccco2)C1c1ccccc1)c1cccs1 (configuration not stated),1.7,3.4,-3.3,1,-15.7,0.967,-0.2,2.3
O=S(=O)(/N=C(\[O-])C[n+]1ccccc1)c1ccc(Cl)cc1,-4.6,13.2,-3.8,1.32,2.4,0.868,-31.6,-2.6
CC(C)c1nnc(NC(=O)CCC2CCCCC2)s1,-4.5,12.0,-2.8,0.997,3.8,0.88,0.3,0.0
COc1ccc(NC(=O)Nc2ccccc2SC)c(OC)c1,3.0,-8.1,-11.2,1.04,20.2,1.08,-4.1,1.9
CCN(CC)S(=O)(=O)c1ccc(OC)c(NC(=O)c2ccc(OC)c([N+](=O)[O-])c2)c1,14.7,4.7,4.8,0.913,17.2,0.953,8.7,-11.6
Cc1ccc(S(=O)(=O)N2CCC(N3CCCCCC3)CC2)cc1,-0.6,5.5,-6.7,0.992,-8.7,0.945,0.8,-0.1
O=c1[nH]c(=O)n(Cc2ccccc2)c2nc(-c3cccs3)n(CCO)c12,-3.1,1.4,-7.8,1.08,5.8,0.986,-7.7,-9.8
CCOc1ccccc1N1CCN(C(=O)c2c(-c3ccccc3Cl)noc2C)CC1,1.6,4.6,-6.1,0.976,10.2,0.954,2.4,-19.1
Cc1cnc(C(=O)OC(C)C(=O)Nc2ccc3c(c2)OCCO3)cn1 (configuration not stated),-4.3,-23.4,-2.5,1,6.3,1.23,0.0,-1.0
CCn1cc(C(=O)NCCCN2CCCC(C)C2)c(=O)c2cc(S(=O)(=O)N3CCOCC3)ccc21 (configuration not stated),-0.5,0.9,-5.9,1.08,-18.0,0.991,-8.4,8.7
Cc1cccc(N2CCN(C(=O)c3cc(=O)[nH]c4ccccc34)CC2)c1C,-5.0,-2.0,15.7,0.975,-22.5,1.02,2.5,-5.9
CC(CCn1cccn1)NC(=O)CCc1nnc(CCc2ccccc2)o1 (configuration not stated),0.7,13.1,-11.4,0.98,4.2,0.869,2.0,-6.4
N#C/C(=C(/O)COC(=O)CCC1CCCCC1)c1nc2ccccc2[nH]1,-1.5,-22.4,1.1,0.95,7.5,1.22,5.0,2.9
CCOC(=O)C1=C(C)NC(C)=C(C(=O)OCC)C1C(=O)OCC(=O)NCCc1ccccc1,-1.0,-4.8,-7.4,1.13,10.1,1.05,-13.2,-9.2
N#Cc1cccc(C(=O)OCC(=O)N2CCCc3ccccc32)c1,-0.3,8.4,-2.0,1.03,0.7,0.916,-3.5,2.6
Cn1ccnc1SCC(=O)Nc1cc(S(=O)(=O)N2CCOCC2)ccc1Cl,0.2,12.5,7.0,0.933,2.1,0.875,6.7,6.7
O=C(Cc1ccccc1)Nc1ccc(NC(=O)c2cccs2)c(Cl)c1,6.5,10.9,-7.5,1.06,3.2,0.891,-5.6,-12.2
Cc1cc2n(n1)SC(Nc1ccc(F)c(Cl)c1)N2 (configuration not stated),-3.7,-24.1,-6.1,0.822,7.0,1.24,17.8,22.1
CCN(c1ccccc1)S(=O)(=O)c1ccc(Cl)c(C(=O)N2CCCC2)c1,-4.9,-6.0,5.3,0.979,6.4,1.06,2.1,-2.0
COc1ccc(NC(=O)Nc2nnc(-c3ccccc3F)s2)cc1,-1.8,5.2,-7.0,0.952,14.2,0.948,4.8,-7.8
Cc1ccc(NC(=O)c2noc3c2CCCCC3)cc1C,3.8,-2.5,-5.9,1,-4.3,1.02,-0.1,6.2
COc1ccccc1/C=C1\S/C(=N/NC(=O)c2cccc(Br)c2)NC1=O,-2.9,-145.1,-21.8,1.01,-53.8,2.45*,-0.7,36.7
O=C(c1ccc(NS(=O)(=O)c2ccc3[nH]c(=O)[nH]c3c2)cc1)N1CCN(c2ccccc2)CC1,-1.0,-6.7,3.0,1.07,-2.6,1.07,-7.0,-15.1
Cc1nn(-c2ccccc2)c(Cl)c1C(=O)Nc1ccc(N2CCOCC2)cc1,1.0,-5.7,-14.6,1.01,16.9,1.06,-0.8,9.3
CC(C)CCNc1nc(N)c([N+](=O)[O-])c(NCC2CCCO2)n1 (configuration not stated),-3.9,3.5,-3.5,0.971,-2.1,0.965,2.9,30.2
CN1CCN(c2ccc(NC(=O)c3cccc(S(=O)(=O)N4CCCC4)c3)cc2)CC1,32.8,11.3,-4.4,0.961,4.5,0.887,3.9,2.5
COc1ccc(OC)c(S(=O)(=O)N2CCC(C(=O)NCCC3=CCCCC3)CC2)c1,-5.3,-3.4,0.0,1.05,-13.4,1.03,-4.9,0.2
CC(C)Cn1c2c(c(O)c(C(=O)Nn3c(Cc4ccccc4)nc4ccccc4c3=O)c1=O)CCCC2,-3.0,7.2,-11.1,0.824,-10.4,0.928,17.6,10.4
CC(C)c1ccc(OCC(=O)NCc2ccccc2)cc1,-4.6,0.1,-4.2,0.961,11.8,0.999,3.9,1.0
# The results go on:
SMILES,APOBEC3A inh,hIAP inh,HKDC1 inhibitor,mIAP act,PfG6PD inh,hIAP act,mIAP block,ATG4B inh
O=C(O)CCNc1nc(-c2ccccc2)nc2ccccc12,-5.2,1.5,-1.0,1,-1.3,0.985,0.0,-8.6
O=C(CSc1n[nH]c(-c2ccc(Br)cc2)n1)N1CCOCC1,-2.6,-24.6,3.6,1,3.0,1.25,-0.4,-0.1
COC(=O)C1=C(NC(=O)c2ccc(C)cc2)CCS1,-6.4,13.0,-4.9,0.935,5.9,0.87,6.5,0.0
Cc1cc([N+](=O)[O-])nn1CC(=O)NCc1ccco1,-4.2,0.6,-9.2,1.09,2.8,0.994,-8.6,2.4
COc1ccc(C(C(=O)NC2CCCC2)N(CCC(C)C)C(=O)CCC(=O)Nc2cc(C)on2)cc1 (configuration not stated),0.8,5.1,-4.2,1.06,-0.6,0.949,-6.1,3.7

# Exported field by field: 3 of the compounds above.
O=C(O)CCNc1nc(-c2ccccc2)nc2ccccc12
  APOBEC3A inh = -5.2 | hIAP inh = 1.5 | HKDC1 inhibitor = -1.0 | mIAP act = 1 | PfG6PD inh = -1.3 | hIAP act = 0.985 | mIAP block = 0.0 | ATG4B inh = -8.6

O=C(CSc1n[nH]c(-c2ccc(Br)cc2)n1)N1CCOCC1
  APOBEC3A inh = -2.6 | hIAP inh = -24.6 | HKDC1 inhibitor = 3.6 | mIAP act = 1 | PfG6PD inh = 3.0 | hIAP act = 1.25 | mIAP block = -0.4 | ATG4B inh = -0.1

COC(=O)C1=C(NC(=O)c2ccc(C)cc2)CCS1
  APOBEC3A inh = -6.4 | hIAP inh = 13.0 | HKDC1 inhibitor = -4.9 | mIAP act = 0.935 | PfG6PD inh = 5.9 | hIAP act = 0.87 | mIAP block = 6.5 | ATG4B inh = 0.0
